KDM5B inh = inhibitors of human KDM5B histone demethylase | Q9UGL1 | KDM5B demethylase, FDH-coupled NADH fluorescence (FDH is formaldehyde dehydrogenase) | Potency, µM (top dose mostly 57.7 µM), without a hit: top-dose activity change, negative = inhibition, most hits filed as inhibitors | hit rate 2.6% among 220,000 | AID 1347165; active = well fitted inhibition curve with a large enough effect; inconclusive = small, poorly fitted or top-dose-only effect; inactive = no such curve, though single readings can be large or run the other way; also: 0% is about no effect; nearly all actives have a fitted effect of over 70% in size
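KDM5BΔAP (200 nM final) in 50 mM HEPES pH 7.5, 0.01% Tween-20 was preincubated 10 min at RT with compound over a concentration range. Substrate mix (H3K4me3 12.5 µM, α-KG 25 µM, Fe²⁺, ascorbate, NAD⁺, FDH) was added, and NADH fluorescence change over 30 min gave dose-response curves.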
Starred values were filed as active, the others as inactive; i = inactive; ? = inconclusive; [ ] = remark or other dose. Potency is read from the fitted curve at half-maximal effect. Not all compounds are listed. The share of hits here may be higher or lower than overall.

KDM5B inh | mol
4% | O=C(CSc1nccn1Cc1ccc(F)cc1)NCc1ccccc1
? | CCSc1nc2sc3c(c2c(=O)n1-c1ccc(C)c(Cl)c1)CCN(C(C)=O)C3
19% | O=C(O)C1CCCN(Cc2ccccc2OCCCN2CCOCC2)C1 (stereo unspecified)
-10% | CCSc1nc2c(c(=O)[nH]c(=O)n2C)n1CC(O)COc1ccccc1 (stereo unspecified)
-9% | Cc1ccc(C2=Nc3ccccc3N=C(c3ccc(F)cc3)C2)c(O)c1
0% | Nc1nc(Cl)nc(Nc2cccc(Cl)c2)c1[N+](=O)[O-]
-19% | CC(Sc1ncc(S(=O)(=O)c2ccc(C(C)C)cc2)c(N)n1)C(=O)Nc1ccccc1 (stereo unspecified)
-6% | Cc1cc(C)c(NC(=O)CSc2nncn2C)c(Cl)c1
? | COCCNC(=O)[C@@H]1C[C@H](Oc2cccnc2)CN1C(=O)Cc1c[nH]c2ccccc12
-11% | CCC1(CC)NC(=O)N(CC(=O)Nc2cccc3cccnc23)C1=O

Copied from the list:
`Cc1ccc(C2=Nc3ccccc3N=C(c3ccc(F)cc3)C2)c(O)c1` in KDM5B inh is entered as -9%
`O=C(O)C1CCCN(Cc2ccccc2OCCCN2CCOCC2)C1` (stereo unspecified) in KDM5B inh is entered as 19%

Returning to the listing; the 6 compounds before the break are reprinted first.
KDM5B inh | mol
-9% | Cc1ccc(C2=Nc3ccccc3N=C(c3ccc(F)cc3)C2)c(O)c1
0% | Nc1nc(Cl)nc(Nc2cccc(Cl)c2)c1[N+](=O)[O-]
-19% | CC(Sc1ncc(S(=O)(=O)c2ccc(C(C)C)cc2)c(N)n1)C(=O)Nc1ccccc1 (stereo unspecified)
-6% | Cc1cc(C)c(NC(=O)CSc2nncn2C)c(Cl)c1
? | COCCNC(=O)[C@@H]1C[C@H](Oc2cccnc2)CN1C(=O)Cc1c[nH]c2ccccc12
-11% | CCC1(CC)NC(=O)N(CC(=O)Nc2cccc3cccnc23)C1=O
13µM* | Cc1ccccc1C(=O)NC1CCN(c2cc(-c3cccs3)[nH]n2)C1 (stereo unspecified)
? | O=C(c1ccccc1)N1Cc2[nH]cnc2C[C@H]1c1nc(-c2ccncc2)no1
-7% | O=C(c1cccs1)N1CCCN(c2cc(-c3ccc(Cl)cc3)[nH]n2)CC1
-15% | CC(=O)c1c(C)n(-c2ccc(C)cc2)c2ccc(OC(=O)COc3ccccc3)cc12
-25% | Cc1ccc2nc3c(cc(S(=O)(=O)c4ccccc4)c(=N)n3C3CCCC3)c(=O)n2c1
19% | CC(=O)NC12CC3CC(C1)CC(C(=O)NC1CCSCC1)(C3)C2
-31% | CCN1CCN(C(=O)C2Cn3cccc3C(=O)N2CC(C)C)CC1 (stereo unspecified)
4% | CC(C)CCC(C)NC(=S)Nc1ccc(Cl)cc1 (stereo unspecified)
-20% | CCN(CC)C(=O)CSc1nc2ccsc2c(=O)n1Cc1ccccc1Cl
-13% | CCn1c(CC2C(=O)N(C)c3ccc(Br)cc32)nc2ccccc2c1=O (stereo unspecified)
-4% | CC(Sc1nc(CN2CCOCC2)nc2ccccc12)C(=O)c1cccc(Cl)c1 (stereo unspecified)
-2% | Cc1cccc(C)c1NC(=O)C1(NC=O)CCCCC1
? | Cc1ccc(-c2nc3ccccn3c2Nc2c(C)cccc2C)o1
1% | Cc1ccc(-c2ncc(CCNC(=O)c3ccccc3)[nH]2)cc1
11% | O=C(c1nn(Cc2ccccc2)c(=O)c2ccccc12)N1CCCC1c1ccc2c(c1)OCCCO2 (stereo unspecified)
15% | CC(C)c1ccc(-c2nonc2NC(=O)c2ccco2)cc1
-12% | CCN(CC)S(=O)(=O)c1ccc2oc(C(=O)NCc3ccccc3OC)c(C)c2c1
-11% | COc1cccc(C2Cn3nnc(-c4nc(-c5cccc(F)c5)no4)c3CO2)c1 (stereo unspecified)
18% | COc1ccc(NC(C)=O)cc1NC(=O)CC[C@H]1NC(=O)c2ccccc2NC1=O
-4% | CC(C)CNC(=O)N1CCCCCCNC(=O)[C@@H]2C[C@@H](c3nc(-c4cccnc4)no3)C[C@@H]21
11% | COc1ccc(C(C)=O)cc1CSc1c(C)c(C)cc(C)c1C
-37% | CC(C)CSc1ccccc1NC(=O)c1sc2nc(-c3ccncc3)ccc2c1N
9% | CSc1ccc(CNC(=O)CCn2ccn3nc4c(c3c2=O)CCCC4)cc1
2% | O=C(c1cc2ccccc2oc1=O)N1CCN(C(c2ccccc2)c2ccccc2)CC1
-19% | CC1CCN(CC2CCN(C(=O)Nc3ccc(Br)cc3F)CC2)CC1
5% | COc1cc(C2c3c(oc4ccc(C)cc4c3=O)C(=O)N2Cc2ccccc2)ccc1O (stereo unspecified)
? | O=c1c2cccnc2n(Cc2cccc(F)c2)c(=O)n1Cc1ccccc1Cl
-31% | Cc1ccc(NC(=O)N2C[C@@H](F)C[C@H]2C(=O)N2CCc3ccccc3C2)cc1C
-2%[86.2 µM] | COc1ccc(OC)c(CN2CCC3(COC(=O)N3Cc3ccccc3)C2)c1 (stereo unspecified)
5% | Cc1ccc(NC(=O)Cc2c(C(=O)O)c(C)cn2C)cc1Cl
5% | CC(C)C(NC(=O)c1ccc(Cl)cc1)C(=O)NCc1cnn(-c2ccccc2)c1 (stereo unspecified)
-4% | O=C(O)CCCOc1ccc(Br)cc1
-30% | CN(C(=O)c1cccnc1)C(Cc1ccc(F)cc1F)C1CCN(C(=O)C2(C)CCCCC2)CC1 (stereo unspecified)
-5% | C[C@@H](C(=O)N1CCN(c2ccc(F)cc2)CC1)n1cnc2ccccc2c1=O
i | CC(C)(C)c1ccc(CN2CC3(COCC2=O)CN(c2cnccn2)C3)cc1
25% | Cc1cccc(CN2CCN(c3nc4c(c(=O)[nH]c(=O)n4C)n3CCc3ccccc3)CC2)c1
? | COc1ccc(-c2nc(C(=O)N3CCCC3)n3ccccc23)cc1
9% | Cc1noc(-c2cn(C3CCN(C(=O)Cc4cccc(Cl)c4)CC3)nn2)n1
-28% | O=C(CSc1c2c(nc3cc(Cl)ccc13)CCCC2)N1CCN(c2ccccc2)CC1
16% | Cc1ccc(OCC(=O)N2CCCCCC2c2nnc(-c3ccccc3)o2)cc1 (stereo unspecified)
? | O=C(c1cccc(N2CCCC2=O)c1)N1CCCC(O)(CN2CCCC2)C1 (stereo unspecified)
-11% | CCOC(=O)c1ccc(NC(=O)C2CC(=O)NC(=Nc3ccc(C)c(C)c3)S2)cc1 (stereo unspecified)
7% | CCOc1ccc(C(=O)N2CC(=O)Nc3ccc(F)cc3C2c2ccc(F)cc2)cc1 (stereo unspecified)
? | Cc1ccc(-c2cc(C(=O)O)c3ccccc3n2)cc1
-6% | COc1cccc(CCC(=O)N2CCC(CC(=O)NC3CC3)C2)c1 (stereo unspecified)
5% | CC(=O)c1sc(=S)n(C)c1C
? | CN1CCN(C(=O)c2ccc3c(c2)N(Cc2ccc(Cl)cc2)C(=O)c2ccccc2S3(=O)=O)CC1
-10% | CC(C)(C)CC(=O)N1CC[C@H](NC(=O)NC2CCCCC2)[C@H]1C(=O)N[C@H](Cc1c[nH]c2ccccc12)C(N)=O
-9% | CN(C)S(=O)(=O)c1ccc(N2CCOCC2)c(C(=O)N2CCc3ccccc32)c1
0% | Cc1ccc(-c2nc(CS(=O)(=O)CC(=O)N3CCN(C)CC3)c(C)o2)cc1

Next records
KDM5B inh | mol
8% | O=c1c2cnn(-c3ccc(Cl)cc3)c2ncn1Cc1ccc(Cl)cc1Cl
i | COC(=O)C1=CNC=C(C(=O)OC)C1c1cccc(Cl)c1
30%[activator] | Cc1occc1C(=O)N1CCCC(Nc2ccc(C(C)C)cc2)C1 (stereo unspecified)
-24% | CCN1CCN(c2cc(C)c3cc(NC(=O)/C=C/c4cccc(Cl)c4)ccc3n2)CC1
-12% | CCc1nncn1C1CCN(S(=O)(=O)c2ccc(Cl)s2)C1 (stereo unspecified)
-3% | Cc1ccc(S(=O)(=O)N2CCC(CCC(=O)NCCCc3ccccc3)CC2)cc1
? | CCCCc1nn(CC(=O)N(C)Cc2ccc(C)o2)c(=O)n1CC
-5% | CN(CCCN1CCOCC1)Cc1nc(-c2ccc(Cl)cc2)no1
-1% | COc1ccc(C=O)cc1CN1CCCN(Cc2ccccc2F)S1(=O)=O
-1% | Fc1ccccc1N1CCN(c2ncnc3c2nc2n3CCCCC2)CC1
? | CCS(=O)(=O)N1CCc2cc(C(=O)Nc3ccc(Br)cc3F)ccc21
? | O=C(Cc1cccs1)N1CCOc2ccc(CN3CCc4ccccc4C3)cc2C1
-7% | CCc1cccc(NC(=O)C2CCC(CNS(=O)(=O)c3ccc(Br)s3)CC2)c1 (stereo unspecified)
-10% | CC(C)Cc1nn2c(=O)cc(COC(=O)c3cccc(NS(C)(=O)=O)c3)nc2s1
? | COCCNC(=O)N1CCN(c2oc(-c3ccco3)nc2C#N)CC1
-20% | Cc1cc(C)cc(N2CC(c3nc(-c4cccc(Cl)c4)no3)CC2=O)c1 (stereo unspecified)
? | COC(=O)c1cc2ccccc2cc1OS(=O)(=O)c1ccc(C)cc1C
11% | CC(=O)NNC(=S)Nc1ccc(C)c(C)c1
9% | O=C(CSc1nnc(Cc2ccccc2)o1)Nc1cccc(F)c1
-6% | O=C(CCS(=O)(=O)c1cc2c(cc1Cl)NC(=O)CO2)NCCc1ccccc1
-8% | C=CCn1c(C)cc(C(=O)CSc2nnc3n(CCC)c(=O)c4ccccc4n23)c1C
-23% | Cc1ccc(OCC(=O)Nc2ccc3c(c2)sc(=O)n3C)cc1
? | CCc1ccc(-c2cn3c(n2)sc2cc(C(=O)NCCC4=CCCCC4)ccc23)cc1
35µM* | COc1ccc(-c2ncc3c(n2)OCCN(CC2CC2)C3=O)cc1
-28%[86.2 µM] | O=C(NC[C@H]1O[C@H](Cc2cc(-c3ccc(F)cc3)on2)CC[C@@H]1O)c1ccncc1
-11% | O=C(NCC1CC1)c1cccc(OC2CN(Cc3ccc(F)cc3F)C2)c1
3% | COCCCNC(=O)NCC(=O)N1CCCCCNC(=O)CC1c1ccccc1 (stereo unspecified)
33% | CCCCN(C(=O)Oc1ccccc1)C1CCS(=O)(=O)C1 (stereo unspecified)
-4% | Cc1ncn(C)c1C(=O)N[C@@H]1CCOC[C@H]1Oc1ccc(C#N)cc1
-10% | CCn1c(SCc2cc(OC)c(Br)cc2OC)nc2cc(S(N)(=O)=O)ccc21

Sorted by SMILES length (smallest number first): four of the compounds above
KDM5B inh | mol
33% | CCCCN(C(=O)Oc1ccccc1)C1CCS(=O)(=O)C1 (stereo unspecified)
-23% | Cc1ccc(OCC(=O)Nc2ccc3c(c2)sc(=O)n3C)cc1
3% | COCCCNC(=O)NCC(=O)N1CCCCCNC(=O)CC1c1ccccc1 (stereo unspecified)
-10% | CCn1c(SCc2cc(OC)c(Br)cc2OC)nc2cc(S(N)(=O)=O)ccc21

(cont.)
KDM5B inh | mol
-1% | Cc1cnc(C(=O)N[C@@H]2CCC[C@@H]2C(=O)N2CCN(Cc3ccccc3)CC2)cn1
i | CCCc1noc(-c2ccn3c(CNC(=O)c4ccoc4)nnc3c2)n1
? | CCN1c2cc(C(=O)NCCC3=CCCCC3)ccc2C(=O)N2CCCCCC21 (stereo unspecified)
13% | COCCCN1C(=O)c2ccccc2CC1(C)C(=O)NC1CCCCC1 (stereo unspecified)
18% | O=C(NCCCc1ccccc1)c1n[nH]c2c1CN(C(=O)c1ccc(F)cc1)CC2
-10% | COC(=O)c1ccc(OCC2c3cc(OC)c(OC)cc3CCN2C(=O)COc2ccc(Cl)cc2)cc1 (stereo unspecified)
7% | CN(Cc1nc2ccccc2[nH]1)S(=O)(=O)c1cc(Br)ccc1Br
? | CCc1nc2c(c(-c3ccc(OC)cc3)n1)CCN(Cc1ccccc1)CC2
16% | COc1ccccc1OCCC(=O)OCc1ccc(Cl)cc1
-23%[86.2 µM] | COc1cccc(CN2Cc3nc(-c4cccc(NC(C)=O)c4)ccc3OCC2=O)c1
-3% | COc1cc(NC(=O)c2cc(S(=O)(=O)N3CCC(C)CC3)cn2C)cc(OC)c1OC
-25% | COc1ccc(N2Cc3c(NCCCc4ccccc4)ncnc3N(C)CC2=O)cc1
? | O=C(c1cc(COc2cccc3cnccc23)on1)N1CCCC(CCCO)C1 (stereo unspecified)
7% | Cc1ccc(OCc2nn3c(=O)c4ccccc4nc3s2)cc1
3% | COc1ccc(-c2nc(SCC(=O)NCCc3ccccc3)n[nH]2)cc1
28µM* | CCn1ccnc1CNC(=O)c1cc(OC)ccc1OC1CCN(C(=O)C2CC2)CC1
40% | CCOc1ccc(C(=O)OCC(=O)Nc2cc(S(=O)(=O)N3CCOCC3)ccc2N2CCOCC2)cc1
-26% | CC(=O)Nc1ccc(S(=O)(=O)N[C@H]2C[C@@H](c3nc(-c4ccc(F)cc4)no3)N(C)C2)cc1
-17% | COc1ccc(-c2noc(CN3CCCCC3c3cccc(F)c3)n2)c(OC)c1OC (stereo unspecified)
-9% | CS(=O)(=O)c1ccc(N2CCN(C(=O)CC3COCCN3)CC2)c(F)c1 (stereo unspecified)
-16% | Cn1c(CN2CCN(c3ccccc3NS(C)(=O)=O)CC2)nc2ccccc21

Five compounds already listed, arranged by the number in KDM5B inh, rising.
KDM5B inh | mol
-26% | CC(=O)Nc1ccc(S(=O)(=O)N[C@H]2C[C@@H](c3nc(-c4ccc(F)cc4)no3)N(C)C2)cc1
-3% | COc1cc(NC(=O)c2cc(S(=O)(=O)N3CCC(C)CC3)cn2C)cc(OC)c1OC
3% | COc1ccc(-c2nc(SCC(=O)NCCc3ccccc3)n[nH]2)cc1
7% | Cc1ccc(OCc2nn3c(=O)c4ccccc4nc3s2)cc1
40% | CCOc1ccc(C(=O)OCC(=O)Nc2cc(S(=O)(=O)N3CCOCC3)ccc2N2CCOCC2)cc1

Bioassay records as filed in PubChem BioAssay.
